N370S GC mod – N370S glucocerebrosidase modulation, Gaucher chaperone candidate | P04062 | N370S GC spleen homogenate, 4MU-glucoside fluorescence | Potency, µM (series often up to 59.4 µM), without a hit: at the top dose activity change, negative = inhibition, usual class: inhibitors | actives 0.092% (n = 330,000) | AID 2101;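 further: 0% = full enzyme activity and -100% = no enzyme basal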
GCN5L2 inh – inhibitors of human GCN5L2 histone acetyltransferase; Potency, µM (series often up to 58.9 µM), inactives show at the highest dose activity change, negative = inhibition, actives largely listed as inhibitors; actives 0.21% (n = 390,000); GCN5L2 HAT assay, ThioGlo1 CoA-SH fluorescence; AID 504327
Target sequence (Q92830 whole entry, looked up): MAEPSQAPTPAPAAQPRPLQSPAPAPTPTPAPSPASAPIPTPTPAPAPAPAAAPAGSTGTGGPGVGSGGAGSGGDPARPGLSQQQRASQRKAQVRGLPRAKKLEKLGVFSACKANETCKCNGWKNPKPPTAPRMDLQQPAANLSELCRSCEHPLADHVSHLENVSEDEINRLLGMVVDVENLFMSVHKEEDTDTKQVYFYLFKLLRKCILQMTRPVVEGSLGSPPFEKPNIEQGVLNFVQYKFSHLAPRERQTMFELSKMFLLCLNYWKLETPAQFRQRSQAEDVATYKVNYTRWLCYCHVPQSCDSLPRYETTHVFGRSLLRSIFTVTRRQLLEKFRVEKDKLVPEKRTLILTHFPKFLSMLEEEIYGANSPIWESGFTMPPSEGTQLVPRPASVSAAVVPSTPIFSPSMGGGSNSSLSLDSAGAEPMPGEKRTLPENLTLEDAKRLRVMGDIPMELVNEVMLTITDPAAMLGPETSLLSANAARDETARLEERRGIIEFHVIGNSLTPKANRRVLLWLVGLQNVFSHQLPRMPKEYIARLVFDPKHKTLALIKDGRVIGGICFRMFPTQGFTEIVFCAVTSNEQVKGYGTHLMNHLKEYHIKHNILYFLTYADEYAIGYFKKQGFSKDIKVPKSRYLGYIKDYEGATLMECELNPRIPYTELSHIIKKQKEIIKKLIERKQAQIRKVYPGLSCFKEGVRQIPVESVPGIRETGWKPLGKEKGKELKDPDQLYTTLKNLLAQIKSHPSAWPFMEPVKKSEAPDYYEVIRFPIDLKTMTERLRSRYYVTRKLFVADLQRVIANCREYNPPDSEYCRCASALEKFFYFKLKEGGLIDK
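GCN5L2 (20nM final) in 50mM HEPES, 0.1mM EDTA pH 7.5, 0.01% Tween-20 was preincubated 15 min at room temperature with compound, then given ThioGlo1 (50uM), H3(1-25) peptide (75uM) and acetyl-CoA (70uM); CoA-thiol fluorescence (Ex340/Em540) was read at 0 and 20 min.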
FEN1 inhibitor – human FEN1 inhibition; P39748; Recombinant FEN1 flap cleavage, fluorescence, 15 min; actives 0.35% (n = 390,000); Potency, µM (highest dose often 114 µM), inactives show top-dose activity change, negative = inhibition, actives largely listed as inhibitors; further: nearly all actives have a fitted effect of over 65% in size
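FEN1 at 10 nM, compound pretreatment for 15 min (room temperature), 50 nM final substrate to initiate; endpoint reads at 0 and 15 min; DMSO-only plates used as vehicle background.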
Numbers without * were called inactive; ? = inconclusive; nt = not tested or not shown; [ ] = remark or other dose. The call rests on the fitted dose curve; in most records, active means well fitted curve in the direction sought with a large enough effect; inconclusive means small, poorly fitted or top-dose-only effect, or another doubt; inactive means no such curve, though single readings can be large; an effect the other way counts as inactive or inconclusive. Unless noted, on the % scale 0 is the no-effect control and ±100 the full control effect; potency means the concentration at half of the fitted maximal effect. A portion of the library; rates above refer to the full screens.

SMILES | N370S GC mod | GCN5L2 inh | FEN1 inhibitor
O=C(CCCCn1c(=O)[nH]c2ccsc2c1=O)NCc1cccnc1 | 4% | 0% | 4%
CCCCn1c(NCc2cccs2)nc2ccccc21 | 6% | -6% | 0%
CCOC(=O)c1oc2ccccc2c1NC(=O)c1ccc(S(=O)(=O)N2CCCC2)cc1 | 4% | -4% | 1%
O=C(c1ccc(COc2c(F)c(F)cc(F)c2F)o1)N1CCN(c2ccc(Cl)cc2)CC1 | -14% | -11% | -21%
CC1CCN(S(=O)(=O)c2ccc3c(c2)C(=NO)c2cc(S(=O)(=O)N4CCC(C)CC4)ccc2-3)CC1 | -25% | -3% | -2%
Cc1cc(=O)n2nc(N3CCCC(C(=O)NCc4cccc(Cl)c4)C3)sc2n1 (stereo not given) | 5% | -18% | -7%
CC1CCN(CCCCOc2ccccc2Br)CC1 | -2% | -7% | -7%
CCn1c(C(=O)NCc2ccc(OC)cc2)cc2sc(Cl)cc21 | nt | -8% | 1%
Cc1cc(C)cc(N(CC(=O)NCc2ccco2)S(=O)(=O)c2c(C)noc2C)c1 | -19% | 2% | -3%
CCN(CC)C(=O)N1CCC(NC(=O)c2ccccc2)CC1 | -13% | -1% | -15%
O=C(COc1ccc2ccccc2c1)N/N=C/C1CC=CCC1 (stereo not given) | -2% | 1% | 0%
CC12CC(c3ccccc3O1)C(/C(N)=N/NC(=O)c1ccc(F)cc1)C(=O)N2 (stereo not given) | 2% | -1% | -3%
CN(C(=O)COC(=O)c1nc(Cl)ccc1Cl)C1CCS(=O)(=O)C1 (stereo not given) | -4% | 0% | 10%
CCOC(=O)c1c(NC(=O)c2cc(-c3cccc(Cl)c3)on2)sc(C)c1C | nt | 0% | 15%
Cc1ccc(CN2CCN(Cc3ccc(-n4cccn4)cc3)CC2CCO)cc1 (stereo not given) | -13% | -6% | 11%
CC1CCN(S(=O)(=O)c2ccc3c(c2)N(CC(=O)NCCCN(Cc2ccccc2)C(C)C)C(=O)CO3)CC1 | -22% | -4% | 9%
CSCC[C@H](NC(=O)[C@H](CO)NC(=O)[C@H](Cc1ccc(O)cc1)NC(=O)[C@@H](N)CO)C(=O)N[C@@H](CCC(=O)O)C(=O)N[C@@H](Cc1cnc[nH]1)C(=O)N[C@@H](Cc1ccccc1)C(=O)N[C@@H](CCCNC(=N)N)C(=O)N[C@@H](Cc1c[nH]c2ccccc12)C(=O)NCC(=O)N[C@@H](CCCCN)C(=O)N1CCC[C@H]1C(=O)N[C@H](C(=O)NCC(=O)N[C@@H](CCCCN)C(=O)N[C@@H](CCCCN)C(=O)N[C@@H](CCCNC(=N)N)C(=O)N[C@@H](CCCNC(=N)N)C(=O)N1CCC[C@H]1C(=O)N[C@H](C(=O)N[C@@H](CCCCN)C(=O)N[C@H](C(=O)N[C@@H](Cc1ccc(O)cc1)C(=O)N1CCC[C@H]1C(=O)O)C(C)C)C(C)C)C(C)C | -6% | -6% | nt
COc1ccc(/C=N/NS(=O)(=O)c2ccc(C)cc2)cc1OC(=O)c1ccccc1 | 2% | nt | 5%
CCOC(=O)c1[nH]c2ccccc2c1NC(=O)c1ccccc1F | nt | -5% | -15%
O=C(COC(=O)/C=C/c1ccccc1)NC1CCS(=O)(=O)C1 (stereo not given) | nt | 0% | -3%
CCC(C)NC(=O)CC(NS(=O)(=O)c1ccc(NC(C)=O)cc1)C(C)C (stereo not given) | 5% | 0% | 1%
COc1cccc2sc(N(CCN(C)C)C(=O)c3ccc(S(=O)(=O)N4CCCC4)cc3)nc12 | -13% | -1% | -8%
CC(=O)c1cccc(N(CC(=O)NCC2CCCO2)C(=O)CCC(=O)Nc2cc(C)on2)c1 (stereo not given) | 2%[2.35 µM] | -5% | -2%
O=C(Nc1cccc(C(F)(F)F)c1)NC1CCCCC1 | 13% | -8% | -1%
COc1ccc2[nH]c3c(NCCN(C(C)C)C(C)C)ncnc3c2c1 | 3% | -3% | ?
Cc1oc(-c2ccccc2)nc1Cn1cccc1C1=NC(c2ccccc2)CO1 (stereo not given) | ? | -10% | -1%
COc1ccc(N2CCN(S(=O)(=O)/C=C/c3ccccc3)CC2)cc1 | -9% | -5% | -8%
O=C(CSc1ccccc1)Nc1ccc2c(c1)OCO2 | 3% | -3% | 4%
CCOc1ccc(-c2cccc(NC(=O)c3ccc(Br)o3)c2)nn1 | -7% | -13% | 1%
COc1ccc(CCNc2ccc(C(CC(N)=O)NC(=O)c3ccc(Br)cc3)cc2[N+](=O)[O-])cc1 (stereo not given) | -15% | -5% | 18%

A run of entries of the results above, for reference:
SMILES | N370S GC mod | GCN5L2 inh | FEN1 inhibitor
COc1ccc(N2CCN(S(=O)(=O)/C=C/c3ccccc3)CC2)cc1 | -9% | -5% | -8%
O=C(CSc1ccccc1)Nc1ccc2c(c1)OCO2 | 3% | -3% | 4%

Additional records
SMILES | N370S GC mod | GCN5L2 inh | FEN1 inhibitor
COc1cc(-c2nc(N)n[nH]2)cc(OC)c1OC | 1% | -6% | 15%
CC1(C)CC2(CC(c3ccccc3)Oc3cc(O)ccc32)NC(=O)N1 (stereo not given) | 4% | ? | nt
COc1ccc([N+](=O)[O-])cc1NC(=O)c1ccc(N(Cc2ccccc2Cl)S(C)(=O)=O)cc1 | 1% | -5% | 7%
O=C(CCN1CCOCC1)N/N=C/c1cc([N+](=O)[O-])ccc1OC(F)F | 1% | -6% | -11%
CC(C)CCn1nnnc1CN1CCN(C(=O)c2ccco2)CC1 | -10% | -10% | 11%
CCc1ccc(-c2nn(CC(=O)Nc3ccccc3C)c3c2cnc2ccc(C)cc23)cc1 | nt | 4% | 2%
CC(C)(C)c1ccc(/C=N/Nc2cccc(C(=O)O)c2)cc1 | -4% | -3% | 15%
CCC(=O)Nc1cccc(C(=O)Nc2nccs2)c1 | -6% | -6% | 1%
O=[N+]([O-])C(=C1Nc2ccccc2N1)/C(Cl)=C(/Cl)Br | -10% | ? | -21%
Cc1ccc(CN2CCNC(=O)C2CC(=O)N2CCN(c3ncccn3)CC2)o1 (stereo not given) | -15% | 1% | 2%
CCOc1ccc2nc(N(CCCN(C)C)C(=O)c3ccc(S(=O)(=O)N4CCc5ccccc5C4)cc3)sc2c1 | ? | -5% | -3%
CN(C)S(=O)(=O)c1cccc(NC(=O)COC(=O)/C=C/c2ccc([N+](=O)[O-])cc2)c1 | 2% | -4% | -13%
Cc1cc(S(=O)(=O)Nc2cccc(Cl)c2)c(C)s1 | -4% | -11% | 3%
COc1ccc(C(CC(=O)Nc2ncccc2C)N2Cc3ccccc3C2=O)cc1 (stereo not given) | -1% | 7% | -4%
CCOC(=O)c1c(C)c(-c2ccccc2)n(CC(=O)NCCc2ccc(C)cc2)c1C | nt | -1% | 18%
COc1ccc(C)cc1NC(=O)c1ccc([N+](=O)[O-])cc1[N+](=O)[O-] | -3% | -3% | 21%
Nc1ncc(Br)cc1S(=O)(=O)NCCc1ccccc1 | -6% | -10% | 11%
CN1CCN(c2nc3c(c(=O)n(C)c(=O)n3C)n2CCSc2nnnn2-c2ccccc2)CC1 | -4% | -7% | 19%
CNC(=S)N1CCC(c2nc3ccccc3s2)CC1 | 3% | -2% | 12%
COc1ccccc1NC(=O)N1CC=C(c2c[nH]c3ccccc23)CC1 | nt | -4% | -5%
Cc1cc(C(=O)N/N=C/c2cc(Cl)cc([N+](=O)[O-])c2O)c2ccccc2n1 | 13% | -8% | 14%
Cc1ccc(-n2ncc3c(N4CCCC4)ncnc32)c(C)c1 | 15% | 0% | -3%
CCSc1nnc(NC(=O)C(CC)Oc2ccccc2)s1 (stereo not given) | 30% | -5% | 5%
CC(C)[C@H](NC(=O)c1ccccc1Cl)C(=O)OCc1cc(=O)n2cc(Br)ccc2n1 | 3% | -17% | 0%
COc1ccc(-n2c(SC3CCOC3=O)nc3ccccc32)cc1 (stereo not given) | 8% | -6% | 1%
COC(=O)c1ccccc1NC(=O)CN(Cc1ccc(Cl)cc1)S(C)(=O)=O | 8% | -4% | -4%
COc1ccccc1-n1cc(CN2CCN(C3CCCCC3)C(CCO)C2)cn1 (stereo not given) | -1% | -2% | 7%
O=C(OCC(=O)N1CCCC1)c1ccc(S(=O)(=O)N2CCOCC2)cc1 | -13% | -7% | 14%
O=C(CSc1nc2ccccc2s1)Nc1ccc(Cl)c(S(=O)(=O)N2CCOCC2)c1 | -10% | -7% | -21%
Cc1ccc2c(c1)c(=O)c(C(=O)c1ccncc1)cn2CC(=O)Nc1ccc(C(C)C)cc1 | nt | -7% | -1%
COc1ccc(-c2noc(-c3ccccc3-c3ccccc3)n2)cc1OC | 8% | -8% | 0%
CCC(c1nnnn1CCOC)N1CCN(C(=O)c2ccco2)CC1 (stereo not given) | 1% | 24% | 9%
Cc1ccc2nc(C)cc(Cl)c2c1 | 2% | -5% | 0%
CCOC(=O)C1=C(CNCc2ccc(Cl)cc2)NC(=O)NC1c1ccccc1 (stereo not given) | nt | -15% | -7%
Cc1ccc(Cn2c(/C=C/c3ccco3)nc3ccccc32)cc1 | 8% | -8% | 0%
O=C(Nc1cccc(-n2cnnn2)c1)c1cc(Cl)nc(Cl)c1 | 2% | -7% | -15%
Cc1ccc(-n2[nH]c(C)c(/C=N/N3C(=O)c4cccc5cccc(c45)C3=O)c2=O)cc1 | -8% | -18% | -2%
COC(=O)C1=C(C)N=C2SCCC(=O)N2C1/C=C/c1ccccc1 (stereo not given) | -4% | -10% | -12%
CCOC(=O)c1cc(-c2ccccc2)nn1Cc1cc(CC)no1 | ? | -5% | -24%
CC(C)(C)c1ccc(/C=C/C(=O)Nc2ccc3c(c2)OCCO3)cc1 | ? | -28% | nt
CCCNC(=O)c1ccc(Cn2cc(-c3ccc(OC)cc3)nc2C(C)N)cc1 (stereo not given) | -4% | -6% | 4%
COc1ccc(CCNC(=O)CN(C)S(=O)(=O)c2cccc3nsnc23)cc1OC | 7% | -3% | -2%
NC(=O)CN1C(=O)NC(c2ccccc2)(c2ccccc2)C1=O | -12% | -3% | 0%
Cc1ccc(NC(=S)C2=C(O)c3sccc3N(C)S2(=O)=O)cc1 | -3% | -11% | -8%
O=S(=O)(c1ccc(Br)cc1)N1CCC2(CC1)OCCO2 | -15% | 3% | -1%
CCCCn1c(N)c(N(CCOC)C(=O)COC(=O)c2cc(CC)c(C)s2)c(=O)[nH]c1=O | 6% | -2% | -3%
COCCN(C(=O)C1=COCCO1)c1c(N)n(Cc2ccccc2)c(=O)[nH]c1=O | 0% | -5% | -8%
N#CCCN(C(=O)COC(=O)CCc1nc2ccccc2c(=O)[nH]1)c1ccccc1F | nt | -2% | 17%
Cc1ccc(S(=O)(=O)n2ccc3cccnc32)cc1 | 5% | -1% | -13%
C[C@H](NC(=O)c1nc[nH]c1C(=O)N1CCN(C(=O)OC(C)(C)C)CC1)c1ccccc1 | nt | 0% | -2%
Additional compounds follow:
SMILES | N370S GC mod | GCN5L2 inh | FEN1 inhibitor
CCOCCCn1c(=S)[nH]c2cc3c(cc2c1=O)OCO3 | 8% | -3% | -4%
CCC(=O)Nc1sc2c(c1C#N)CC(C)(C)NC2(C)C | 1% | 1% | -17%
COCCn1c(SCCN2CCCCC2)nc2ccccc2c1=O | 3% | -4% | -1%
Cc1cc(Cl)ccc1Nc1ncnc2onc(C)c12 | nt | 15% | -13%
CCc1nccn1S(=O)(=O)c1ccc(Br)cc1Br | 5% | 1% | 1%
Cn1cc(C(=O)NCc2ccccc2F)cn1 | 2% | -1% | 50%[activator]
CCOc1ccccc1C(=O)NC1(C(F)(F)F)NC(=O)N(CCc2ccc(OC)c(OC)c2)C1=O (stereo not given) | nt | -7% | -14%
CCCOc1ccc(NC(=O)Cc2ccc(S(=O)(=O)N3CCOCC3)s2)cc1OCCC | -7% | -7% | -24%
Cc1ccc2[nH]c(C(=O)O)c(NC(=O)CN3CCN(c4cccc(C)c4C)CC3)c2c1 | -4% | -4% | -3%

Of the compounds above, ten have two or more sulfur atoms.
SMILES | N370S GC mod | GCN5L2 inh | FEN1 inhibitor
CC1CCN(S(=O)(=O)c2ccc3c(c2)C(=NO)c2cc(S(=O)(=O)N4CCC(C)CC4)ccc2-3)CC1 | -25% | -3% | -2%
COc1cccc2sc(N(CCN(C)C)C(=O)c3ccc(S(=O)(=O)N4CCCC4)cc3)nc12 | -13% | -1% | -8%
CCOc1ccc2nc(N(CCCN(C)C)C(=O)c3ccc(S(=O)(=O)N4CCc5ccccc5C4)cc3)sc2c1 | ? | -5% | -3%
Cc1cc(S(=O)(=O)Nc2cccc(Cl)c2)c(C)s1 | -4% | -11% | 3%
CNC(=S)N1CCC(c2nc3ccccc3s2)CC1 | 3% | -2% | 12%
CCSc1nnc(NC(=O)C(CC)Oc2ccccc2)s1 (stereo not given) | 30% | -5% | 5%
O=C(CSc1nc2ccccc2s1)Nc1ccc(Cl)c(S(=O)(=O)N2CCOCC2)c1 | -10% | -7% | -21%
COc1ccc(CCNC(=O)CN(C)S(=O)(=O)c2cccc3nsnc23)cc1OC | 7% | -3% | -2%
Cc1ccc(NC(=S)C2=C(O)c3sccc3N(C)S2(=O)=O)cc1 | -3% | -11% | -8%
CCCOc1ccc(NC(=O)Cc2ccc(S(=O)(=O)N3CCOCC3)s2)cc1OCCC | -7% | -7% | -24%

Bioassay records deposited in PubChem BioAssay by National Center for Advancing Translational Sciences (NCATS).
